Source: PubChem BioAssay (National Center for Advancing Translational Sciences (NCATS))
ATXN2 expr inh: inhibitors of ATXN2 expression; Potency, µM (top dose mostly 57 µM), for the others: at the highest dose activity change, negative = inhibition, usual class: inhibitors; HEK-293 ATXN2-luciferase reporter, luminescence, 24 h; 0.72% of 360,000 active; note: potency is the fitted concentration of half-maximal effect; % is set by controls: 0 for no effect and ±100 for the full control effect; nearly all actives have a fitted effect of over 55% in size
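ATXN2-luciferase reporter cells (luciferase flanked by upstream and downstream ATXN2 gene portions) were treated 24 h at 37 °C with compounds at up to 57 uM. SteadyGlo luminescence gave expression; GF-AFC fluorescence gave viability.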
Nrf2 block: blocks Nrf2 signaling; Potency, µM (titrated, usually from 46 µM), without a hit: at the highest dose activity change, negative = inhibition, actives largely listed as inhibitors; AID 504444; A549 ARE-Fluc reporter, luciferase luminescence, 18-24 h; 2.1% of 360,000 active; note: potency is the fitted concentration of half-maximal effect; % is set by controls: 0 for no effect and ±100 for the full control effect; nearly all actives have a fitted effect of over 60% in size
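A549 ARE_Fluc cells, 5000/well, 5% FBS OPTI-MEM; compounds in dose-response, 18-24 h at 37 °C/5% CO2; CellTiter-Fluor viability read (Ex 405/Em 525), then BugLite luciferase luminescence = Nrf2 activity.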
TGFb SMAD3 inh: TGF-b pathway inhibition; Potency, µM (series often up to 46.1 µM), for inactives: at the highest dose activity, negative = inhibition, hits mostly inhibitors; HepG2 CAGA-GFP TGF-b/SMAD3 reporter, GFP fluorescence, 18 h; TGF-beta stimulated, 500 pg/mL final; 1.2% of 410,000 active; note: potency is the fitted concentration of half-maximal effect; % is set by controls: 0 for no effect and ±100 for the full control effect; nearly all actives have a fitted effect of over 65% in size
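Inhibition was scored as loss of TGF-beta-induced (500 pg/mL final, 18 hours, 37 degrees C) GFP in HEPG2 cells carrying a CAGA-GFP reporter, in DMEM with 1% FBS. Well GFP was summed per cell; Activity was normalised to unstimulated and stimulated DMSO wells, then concentration-response fitting.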
HepG2 viability: kills HepG2 cells in TGF-b inhibitor counter-screen; AID 588856; 0.76% of 410,000 active; HepG2 CAGA-GFP viability, ATP luminescence, 18 h; Potency, µM (top dose mostly 46.1 µM), without a hit: top-dose activity change, negative = cytotoxicity, most hits filed as cytotoxic; note: potency is the fitted concentration of half-maximal effect; some results filed as inactive show a strong effect at the top dose
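HepG2 CAGA-GFP cells (1000/well, DMEM with 1% FBS) received compound, then TGF-beta at 500 pg/mL final, and were incubated 18 hours at 37 degrees C. Viability was read by CellTiter-Glo luminescence. Media-only wells were set as complete cell-killing and DMSO as no toxicity.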
IL-2 act: IL-2 activation. IL-2 activation reporter assay, cell-based qHTS; stimulated with anti-CD3/CD4/CD28 beads; in transgenic mouse T cells. activation, % (series mostly up to about 46 µM). 0.065% of 360,000 active; in the data active = activation above about 50%; inconclusive = mostly about 30% to 49%; note: 0% is about no effect
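EGFP and DsRed fluorescence is measured by plate cytometry in unstimulated transgenic mouse T cells exposed to compound for 60 minutes, then stimulated 18 hours at 37 degrees C with anti-CD3/anti-CD4 beads plus anti-CD28.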
Nrf2 ARE act: activators of Nrf2 (ARE) signaling. Potency, µM (series often up to 46.1 µM), for inactives: at the top dose activation, hits mostly activators. 0.31% of 410,000 active. AREc32 ARE-luciferase reporter (MCF7-derived line), luminescence, 24 h. AID 624171; note: potency is the fitted concentration of half-maximal effect; % of control where 0% means no effect; nearly all actives have a fitted effect of over 65% in size
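AREc32 cells carrying an ARE-driven firefly luciferase, 1000 cells/well in OPTI-MEM with 5% FBS, dosed after overnight attachment and incubated 24 hr at 37 deg C. Steady-Glo luminescence read after 30 min at RT.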
EPAC2 ag: agonists of human EPAC2 (RAPGEF4); 0.079% of 360,000 active; EPAC2 activation, biochemical qHTS; response scale: 100% = 6.5 mM cAMP response; Q8WZA2; Potency, µM (highest dose often 154 µM), for inactives: at the top dose activation, usual class: activators; note: potency is the fitted concentration of half-maximal effect; nearly all actives have a fitted effect of over 50% in size
Target sequence (Q8WZA2 whole entry, looked up): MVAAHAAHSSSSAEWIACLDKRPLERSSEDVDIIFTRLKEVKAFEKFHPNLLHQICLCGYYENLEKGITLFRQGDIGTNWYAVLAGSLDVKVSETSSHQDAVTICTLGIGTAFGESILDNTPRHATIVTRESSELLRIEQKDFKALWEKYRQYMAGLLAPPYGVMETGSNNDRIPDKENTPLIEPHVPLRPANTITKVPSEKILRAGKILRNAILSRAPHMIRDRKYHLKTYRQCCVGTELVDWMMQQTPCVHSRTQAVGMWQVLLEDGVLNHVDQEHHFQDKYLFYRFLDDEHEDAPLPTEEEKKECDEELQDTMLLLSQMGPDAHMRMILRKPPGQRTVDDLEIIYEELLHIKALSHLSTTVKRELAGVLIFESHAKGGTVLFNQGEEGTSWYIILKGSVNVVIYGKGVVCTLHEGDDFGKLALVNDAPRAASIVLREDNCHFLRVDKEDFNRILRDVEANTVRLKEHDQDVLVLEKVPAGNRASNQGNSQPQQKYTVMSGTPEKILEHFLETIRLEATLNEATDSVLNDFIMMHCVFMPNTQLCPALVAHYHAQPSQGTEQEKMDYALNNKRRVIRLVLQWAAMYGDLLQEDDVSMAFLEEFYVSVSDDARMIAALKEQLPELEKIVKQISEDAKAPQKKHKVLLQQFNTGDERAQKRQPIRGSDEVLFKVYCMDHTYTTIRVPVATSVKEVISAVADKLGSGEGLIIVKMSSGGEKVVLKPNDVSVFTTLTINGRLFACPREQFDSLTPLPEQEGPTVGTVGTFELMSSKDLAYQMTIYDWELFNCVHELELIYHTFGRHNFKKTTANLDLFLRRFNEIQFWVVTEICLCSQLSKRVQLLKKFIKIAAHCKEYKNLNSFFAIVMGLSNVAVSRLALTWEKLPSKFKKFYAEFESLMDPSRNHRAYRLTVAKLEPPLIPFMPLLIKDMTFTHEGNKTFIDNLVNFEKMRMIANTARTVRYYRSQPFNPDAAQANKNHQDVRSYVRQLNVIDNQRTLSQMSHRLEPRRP
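Exchange assay: 100 nM EPAC2 with 250 nM Rap1B-BODIPY-GDP and 50 uM GDP. Fluorescence (ex 480/em 540 nm) read every 5 min for 30 min at room temperature. Data normalized to 6.5 mM cAMP as agonist control.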
A549 viability: A549 cytotoxicity, counter-screen for Nrf2 inhibitors. A549 ARE-Fluc cells, CellTiter-Fluor viability, 18-24 h. Potency, µM (doses to about 46 µM), inactives show at the top dose activity change, negative = cytotoxicity, hits mostly inhibitors. 0.16% of 390,000 active. AID 504648; note: potency is the fitted concentration of half-maximal effect; % is set by controls: 0 for no effect and ±100 for the full control effect
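A549 ARE_Fluc cells in 5% FBS OPTI-MEM were exposed to compounds in concentration-response for 18-24 h at 37 deg C. Viability was read by CellTiter-Fluor fluorescence (Ex 405/Em 525) after 30 min, before the luciferase read.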
S2 tox: cell viability loss in ATXN counter-screen | S2 cells (HEK-293 line with an ATXN2-luciferase reporter) viability, CellTiter-Fluor protease fluorescence, 24 h | Potency, µM (doses to about 56.7 µM), actives largely listed as cytotoxic | 0.49% of 400,000 active | AID 651635; note: potency is the fitted concentration of half-maximal effect; nearly all actives have a fitted effect of over 40% in size
* hit, by the source's call; i = inactive; ? = inconclusive; nt = no result given; & = joins results of further samples; [ ] = remark or other dose. Unless noted, calls come from the whole dose curve; as a rule, active = well fitted curve in the direction sought with a large enough effect; inconclusive = small, poorly fitted or top-dose-only effect, or another doubt; inactive = no such curve, though single readings can be large; an effect the other way counts as inactive or inconclusive.

Structure | S2 tox | Nrf2 ARE act | TGFb SMAD3 inh | ATXN2 expr inh | Nrf2 block | A549 viability | IL-2 act | HepG2 viability | EPAC2 ag
COc1ccc(C(C(=O)NC2CCCC2)N(C(=O)Cc2cccs2)C2CC2)cc1OC (stereo not given) | i | 1.8% | -8% | -3% | -10% | -3% | 2.5 | 5% | 1%
CCOC(=O)C1=C(C)NC(=O)NC1c1ccc(OC)c(CN2CCOCC2)c1 (stereo not given) | i | -0.1% | 26% | -16% | nt | 3% | 1.1 | 9% | 3%
COc1ccc(C(=O)CSc2nc3ccccc3n2CC(=O)c2ccccc2)cc1 | ? | 0.4% | -22% | -16% | ? | -3% | 1.3 | -5% | 3%
Oc1ccc(N2CCN(C(c3cccnc3)c3nnnn3Cc3ccccc3)CC2)cc1 (stereo not given) | i | 0.2% | -4% | -17% | ? | -9% | -1.1 | 0% | 4%
COC(=O)c1cccc(NC(=O)CCNC(=O)c2ccc([N+](=O)[O-])cc2)c1 | ? | 0.1% | -61% | -4% | -13% | -11% | 1.3 | 1% | -2%
COc1ccc(C2/C(=C(/O)c3ccccc3)C(=O)C(=O)N2C)c(OC)c1 (stereo not given) | i | 0.2% | -5% | 1% | 6% | 0% | 0.4 | -5% | 7%
Cc1ccccc1N1CCN(c2ccc(NC(=O)C3CCCCC3C(=O)O)cc2)CC1 (stereo not given) | i | -0.4% | -35% | -6% | ? | -2% | 0.7 | -3% | 8%
CCn1c(=O)c([N+](=O)[O-])c(NC2CCS(=O)(=O)C2)c2ccccc21 (stereo not given) | i | 0.3% | 5% | -5% | -9% | 0% | 1.5 | -13% | 9%
C=C[C@]1(C)C=C2CCC3[C@](C)(CCC[C@@]3(C)C(=O)O)C2CC1 (stereo not given in full) | i | 0.3% | -20% | -13% | ? | -9% | -0.2 | -42% | -17%
COc1ccc(-c2cc(C(F)(F)F)n3nc(C(=O)N4CCN(C(=O)c5ccco5)CC4)cc3n2)cc1 | i | -1.8% | -3% | -13% | -16% | 3% | -1.9 | -2% | -3%
CC(C(=O)Nc1ccc(OCc2ccccc2)cc1)N1CCCC1 (stereo not given) | i | 2.6% | 1% | 0% | 13% | -2% | -2.2 | -24% | 4%
Clc1nc(NCc2ccco2)c2[nH]cnc2n1 | nt | nt | 19% | nt | ? | -4% | nt | 2% | nt
CCn1c(=O)c([N+](=O)[O-])c(NCc2ccco2)c2ccccc21 | i | 8.9µM* | -29% | nt | -17% | ? | -0.5 | -9% | 10%
CCCc1nnc(NC(=O)CN2CCN(C)CC2)s1 | i | -0.5% | 0% | 3% | 1% | -2% | 1.2 | -50% | -3%
Cc1cc(Nc2ccc(C)c(C)c2)n2nc(C)nc2n1 | i | -0.4% | -16% | 1% | ? | -7% | -2.3 | -5% | 13%
NC(=O)CSc1nnc(-c2cc(-c3ccc(Cl)cc3)nc3ccccc23)o1 | i | -0.4% | -20% | -21% | -18% | 6% | -0.7 | -1% | 6%
C=CCSC(=S)NC1CCS(=O)(=O)C1 (stereo not given) | i | 0.0% | -22% | 3% | 2% | ? | -0.1 | -27% | 2%
O=C(COC(=O)/C=C/c1ccccc1)NCc1ccc2c(c1)OCO2 | i | -0.6% | -3% | -5% | 15% | 1% | 1.0 | -3% | 8%
COc1ccc(NS(=O)(=O)c2cc(NC(=O)C3=NN(c4ccccc4)C(=O)CC3)ccc2C)cc1 | i | 1.8% | -3% | -3% | ? | -18% | -3.3 | -33% | 11%
C#CCOCCOCCOCCNc1nc(N2CCN(C(=O)Cn3cc(CC(C)O)nn3)CC2)nc(N2CCN(C(=O)[C@H](C)n3cc(CCC(=O)O)nn3)CC2)n1 (stereo not given in full) | i | -0.4% | 30% | 4% | -5% | 1% | 0.5 | 4% | 10%
O=C(Cn1nnc(-c2ccccc2)n1)NCc1cccs1 | i | -0.4% | 0% | 2% | 5% | -2% | -2.4 | 6% | 7%
CCOc1ccc(N2C(=O)CC(N3CCN(C(=O)c4ccco4)CC3)C2=O)cc1 (stereo not given) | i | 0.2% | -4% | 2% | 14% | 15% | 1.1 | 1% | 7%
O=C(Cc1cccc(NC(=O)C2CCCN(C(=O)C3CCC3)C2)c1)Nc1ccc(C(=O)N2CCCCC2)cc1 (stereo not given) | i | 0.4% | -1% | 1% | -26% | 11% | 1.6 | 0% | 4%
OCC[C@@H]1C[C@H](O)[C@@H](O)[C@@]2(CCCCO2)O1 | i | -0.2% | ? | 4% | 3% | -1% | 1.0 | 2% | 8%
O=C(CCCC(=O)N1CCN(c2cccc(Cl)c2)CC1)c1ccccc1 | ? | 2.3% | 4% | 10% | -13% | -5% | -2.8 | -11% | 9%
CC(C)C[C@H]1CNC(=S)N1C[C@H]1CCCN1C[C@H](Cc1ccccc1)N1C[C@H](Cc2ccc(O)cc2)N(CC2CCCCC2)C1=S | ? | -0.9% | 11µM* | ? | nt | nt | -1.1 | -38% | 2%
CC(c1ccco1)N(C(=O)Nc1ccc(Cl)cc1)c1ccccn1 (stereo not given) | i | 2.9% | 0% | 12% | 4% | 16% | 1.5 | 3% | 8%
Cc1cc(C)cc(C(=O)NN2CCOCC2)c1 | ? | -0.1% | -5% | 1% | 0% | 1% | -2.6 | 1% | 2%
CCCCn1c(NCc2ccncc2)nc2ccccc21 | i | 2.5% | 4% | -3%[11.3 µM] | 17% | 8% | -3.8 | -1% | 5%
CCOc1ccc(CNC(=O)C2=Cc3cc(Br)ccc3OC2)cc1OC | i | -0.9% | ? | -12% | nt | -1% | nt | -18% | nt

Another view of some results above:
> CC(C)C[C@H]1CNC(=S)N1C[C@H]1CCCN1C[C@H](Cc1ccccc1)N1C[C@H](Cc2ccc(O)cc2)N(CC2CCCCC2)C1=S
  S2 tox = ? | Nrf2 ARE act = -0.9% | TGFb SMAD3 inh = 11µM* | ATXN2 expr inh = ? | Nrf2 block = nt | A549 viability = nt | IL-2 act = -1.1 | HepG2 viability = -38% | EPAC2 ag = 2%

> CC(c1ccco1)N(C(=O)Nc1ccc(Cl)cc1)c1ccccn1 (stereo not given)
  S2 tox = i | Nrf2 ARE act = 2.9% | TGFb SMAD3 inh = 0% | ATXN2 expr inh = 12% | Nrf2 block = 4% | A549 viability = 16% | IL-2 act = 1.5 | HepG2 viability = 3% | EPAC2 ag = 8%

> Cc1cc(C)cc(C(=O)NN2CCOCC2)c1
  S2 tox = ? | Nrf2 ARE act = -0.1% | TGFb SMAD3 inh = -5% | ATXN2 expr inh = 1% | Nrf2 block = 0% | A549 viability = 1% | IL-2 act = -2.6 | HepG2 viability = 1% | EPAC2 ag = 2%

(listing goes on)
Structure | S2 tox | Nrf2 ARE act | TGFb SMAD3 inh | ATXN2 expr inh | Nrf2 block | A549 viability | IL-2 act | HepG2 viability | EPAC2 ag
O=C(NN=Cc1cccc2ccccc12)C1CC1 | i | 12% | 20% | -8% | 1% | -5% | -0.1 | -8% | 6%
Cc1sc(-c2cc3c([nH]c2=O)CC(c2ccccc2)CC3=O)nc1-c1ccc(Cl)cc1 (stereo not given) | i | -0.3% | -21% | -1% | ? | -2% | nt | -16% | nt
C=CCn1c(SCCCC)nc(O)cc1=O | i | -0.8%&0.3% | 11%&20% | 1%&7% | 3%&2% | 0%&0% | -3.3&-0.4 | -2%&32% | 1%&7%
Nc1nnc(Sc2ccc(Cl)cc2[N+](=O)[O-])s1 | i | 0.1% | -8% | -10%[11.3 µM] | -30% | -11% | -4.6 | 1% | -3%
CCOC(=O)N1CCN(c2c(N3CCN(c4ccccc4F)CC3)c(=O)c2=O)CC1 | i | 0.0% | 5% | 6% | -16% | 1% | -1.3 | -4% | 5%
CCNC(=O)C1(C)CCCN1C(=O)c1ccc(F)c(Cl)c1 (stereo not given) | i | -0.8%[9.22 µM] | 29% | 14% | nt | nt | 0.3 | -26% | 6%
CCOc1ccccc1N(CC(=O)N/N=C(\C)c1cccc(Br)c1)S(C)(=O)=O | i | 4.0% | 23% | -9%[11.3 µM] | -19% | -5% | -0.3 | 5% | 5%
COC(=O)C1=C(Nc2ccc(OC)cc2)C=C(C)C(C(=O)OC)C1c1ccc(C)cc1 (stereo not given) | i | 3.2% | -4% | -5% | ? | -6% | -0.4 | 0% | -84%[15.6 µM]
COc1ccc(S(=O)(=O)N2CCCCC2)cc1NC(=O)CSc1ncnc2ccccc12 | ? | 10% | -19% | 19% | -18% | -10% | -3.5 | 3% | 0%
Cc1ccsc1-c1cc(C(=O)O)c2c(ccc3ccccc32)n1 | i | 2.4% | 13% | 13% | ? | -3% | -0.4 | 5% | -6%
C=C(C)C(=O)Nc1cccc(C2=NOC3(C2)C[C@H](C(N)=O)N(C(=O)/C=C/C)C3)c1 (stereo not given in full) | i | -1.3% | 5% | 4% | 14% | -3% | -0.2 | 3% | 4%
CCOc1cc(NC(=S)NCCCN2CCOCC2)c(OCC)cc1NC(=O)c1ccco1 | i | -0.3% | 0% | 0% | -15% | 0% | -3.1 | -22% | -4%
CCCOc1cccn2c(N(C=O)Cc3ccc(OC)cc3)c(CC)nc12 | i | -1.1% | -24% | 4% | nt | nt | -0.1 | 1% | -7%
Cc1ccc(CN(C(=O)COc2ccc([N+](=O)[O-])cc2)c2ccccn2)cc1 | i | 4.5% | -29% | -12% | 6% | 1% | nt | -28% | nt
CN(CCc1ccccn1)C(=O)CCC1CCCN(C(=O)c2ccsc2)C1 (stereo not given) | i | 0.1% | 0% | -14% | 0% | 1% | -4.4 | 4% | 0%
COc1ccccc1C(=O)NCCNc1ccc([N+](=O)[O-])cc1Cl | ? | 4.2% | -11% | -18% | -26% | -4% | 0.4 | -33% | 6%
O=C(c1ccc2c(c1)OCO2)N(c1ccc(Cl)cc1)C1C=CS(=O)(=O)C1 (stereo not given) | i | -0.3% | -2% | -9% | 3% | -4% | 2.0 | 4% | 4%
